TDP2 inh: blocks human TDP2 phosphodiesterase activity; recombinant TDP2, T5PNP hydrolysis, p-nitrophenol absorbance 415 nm; inhibition, % at 12.8 µM; 370,000 compounds, 0.34% hits; AID 720702;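 active means inhibition above the mean of all tested compounds plus 3 SD, set per campaign, cut at about 25% in these data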;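 further: 0% = DMSO with enzyme and 100% = buffer with substrate but no TDP2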
Target sequence (O95551 whole entry, looked up): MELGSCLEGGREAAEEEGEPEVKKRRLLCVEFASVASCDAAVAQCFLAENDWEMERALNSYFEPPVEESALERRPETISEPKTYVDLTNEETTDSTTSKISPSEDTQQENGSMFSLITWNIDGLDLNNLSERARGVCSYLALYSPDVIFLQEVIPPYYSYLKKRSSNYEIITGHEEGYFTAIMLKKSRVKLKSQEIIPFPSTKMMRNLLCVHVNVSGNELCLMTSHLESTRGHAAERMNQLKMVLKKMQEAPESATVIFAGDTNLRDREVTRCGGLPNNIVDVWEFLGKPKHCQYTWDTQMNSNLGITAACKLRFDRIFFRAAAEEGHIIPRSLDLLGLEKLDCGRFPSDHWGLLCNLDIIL
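Test system: Human TDP2 enzyme | Reagent: 5 mM T5PNP | Compound dosing: 12.8 µM single point, 1% DMSO | Incubation: Enzyme reaction with compound for 2 h at 37 °C | Technique: p-Nitrophenol epi absorbance | Read-out: % inhibition relative to enzyme-containing and enzyme-free wells | Benchmarks: High control without enzyme, low control DMSO plus TDP2 | Replicates: Singlicate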
TCR-CD3 inh: blocks the human TCR-CD3 interaction; TAMRA-labeled TCR probe fluorescence, biochemical; 360,000 compounds, 0.37% hits; inhibition, % at 9.4 µM; in the data active means inhibition above about 19%;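 further: recombinant mutant TCR 2C K166C tagged with TAMRA read by polarization; 0% = receptor in buffer alone and 100% = receptor with positive control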
SIAE primary: blocks human sialic acid acetylesterase | inhibition, % at 9.66 µM | SIAE FP-Rh probe binding, fluorescence polarization | 370,000 compounds, 0.69% hits | Q9HAT2;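 active means inhibition above a cutoff: mean of compounds within the control limits plus 3 SD of those, cut at about 17% in these data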;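 further: 0% = plate median of compound wells and 100% = probe without SIAE protein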
LEDGF integ inh: blocks HIV-1 LEDGF/p75-dependent DNA integration. TR-FRET IN-LEDGF/p75 DNA integration, Eu/Cy5. inhibition, % at 3.7 µM. 370,000 compounds, 0.64% hits;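 active means inhibition above the screen-wide mean plus 3 SD, cut at about 13% in these data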;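 further: signal is the Cy5 over europium emission ratio at 671 and 618 nm; 0% = plate median of compound wells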
NPR2 activator: GC-B (human) receptor activation | P20594 | 370,000 compounds, 0.11% hits | activation, % at 10 µM | HEK293-GC-B cells, CNP EC30, cGMP TR-FRET; 0% at EC30 CNP, 100% saturating CNP | AID 1920062;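 active means activation at 10 µM reaching about 35% in either raw or pattern-adjusted values, limit read from the data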
MBD2 DNA inh: inhibitors of human MBD2 binding to methylated oligonucleotide | inhibition, % at 4.4 µM | TR-FRET | Q9UBB5 | 370,000 compounds, 0.31% hits | AID 686964; in the data active means inhibition above about 13%
Target sequence (Q9UBB5 whole entry, looked up): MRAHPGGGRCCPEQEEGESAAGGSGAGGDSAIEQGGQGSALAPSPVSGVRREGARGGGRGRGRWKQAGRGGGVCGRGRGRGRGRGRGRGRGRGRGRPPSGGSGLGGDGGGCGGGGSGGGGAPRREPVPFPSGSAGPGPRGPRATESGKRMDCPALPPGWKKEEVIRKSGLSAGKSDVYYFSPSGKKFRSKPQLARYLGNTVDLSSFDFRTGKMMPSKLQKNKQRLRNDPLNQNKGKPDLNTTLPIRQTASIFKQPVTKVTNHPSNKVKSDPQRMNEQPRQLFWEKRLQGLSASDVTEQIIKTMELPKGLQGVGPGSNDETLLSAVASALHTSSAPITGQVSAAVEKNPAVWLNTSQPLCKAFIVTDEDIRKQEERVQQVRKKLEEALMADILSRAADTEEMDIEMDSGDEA
rCAG RNA binder: r(CAG) repeat RNA binding; inhibition, % at 3 µM; AID 651821; 370,000 compounds, 1.3% hits; TO-PRO-1 dye displacement fluorescence;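 active means inhibition above the plate cutoff, the mean of all test compounds on that plate plus 3 SD, cut at about 35% in these data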;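 further: 0% = DMSO alone and 100% = 100 µM mitoxantrone as full dye displacement; higher means more dye released from RNA so lower well fluorescence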
ABHD4 inh: ABHD4 (mouse) inhibition, primary FP screen. Q8VD66. AID 720543. inhibition, % at 8.92 µM. 370,000 compounds, 0.54% hits. purified mABHD4, FP-Rh probe fluorescence polarization;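 active means inhibition exceeding the mean over every tested compound plus 3 SD, cut at about 30% in these data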;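 further: 0% = plate median of compound wells and 100% = S159A mutant with DMSO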
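Material: mouse ABHD4 enzyme, wild type; Benchmarks: S159A mutant high control, sample median low control; Buffer or medium: HEPES pH 7.0, NaCl, Pluronic buffer; Signal: fluorescence polarization; Read-out: percent inhibition of probe binding, normalized to plate controls; Timing: pre-incubation 45 min, probe exposure 60 min, at 25 °C; Dosing: 8.92 µM, single dose.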
PRMT1 FP inh: inhibitors of human PRMT1. Q99873. recombinant PRMT1, activity-based probe fluorescence polarization. inhibition, % at 2.79 µM. 370,000 compounds, 1.3% hits. AID 652257;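 active means inhibition above about 21% made by adding two undisclosed values, limit read from the data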
HTRA1 inhibitor: blocks human HTRA1 serine peptidase. Q92743. recombinant HTRA1, FP-rhodamine activity-based probe, fluorescence polarization. inhibition, % at 5.96 µM. 340,000 compounds, 0.5% hits. AID 504803; in the data active means inhibition above about 36%;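 further: 0% = enzyme with DMSO and 100% = wells lacking enzyme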
An asterisk follows results filed as active; . = no result given.

Fields: TDP2 inh	TCR-CD3 inh	SIAE primary	LEDGF integ inh	NPR2 activator	MBD2 DNA inh	rCAG RNA binder	ABHD4 inh	PRMT1 FP inh	HTRA1 inhibitor
COc1ccc(N2C(=NC(C)=O)SC3CS(=O)(=O)CC32)cc1OC (centres undefined)
    3	-8	5	2	1	7	2	-12	5	-1
O=C(NC(=S)N1CCCC1)c1ccccc1
    -2	-2	2	-1	2	-1	2	3	2	3
CCCNC(=S)N1CCN(c2nc(C)nc3sc4c(c23)CCCC4)CC1
    7	2	-6	-3	-3	6	-1	-6	0	-36
S=C(NCc1ccccn1)Nc1ccccc1
    -8	2	-3	4	0	-10	0	-3	-5	4
Cc1cc(C(F)(F)F)nn1CC(=O)NNC(=S)Nc1ccc(Cl)cc1
    -6	-5	2	1	-4	0	17	7	3	4
NC(=O)N(CCC(=O)O)c1ccccc1
    7	-7	-2	1	0	4	-1	-1	3	4
Cc1cccc(CN2CCN(CC(=O)N3CCCC3)C2=O)c1
    -7	0	5	2	-1	-8	-3	2	-1	2
COc1ccc(N2CCN(CCCNC(=O)Cn3c(=O)c4cccn4c4cccnc43)CC2)c(OC)c1
    -9	.	2	3	-12	5	.	-9	0	.
Cc1ccc(S(=O)(=O)NCC2CCC(C(=O)NCc3ccc4c(c3)OCO4)CC2)cc1 (centres undefined)
    2	-3	-10	2	-2	1	-2	-3	1	1
COc1ccc(-c2nnc(SC(C)C(=O)NCc3ccc4c(c3)OCO4)n2Cc2ccco2)cc1 (centres undefined)
    1	11	6	-3	-7	0	-4	-3	3	-1
Cc1cn(Cc2ccccc2Cn2cc(C)c(=O)[nH]c2=O)c(=O)[nH]c1=O
    -5	14	4	3	6	0	8	2	-1	0
CCN(CC(O)CON=C1c2ccccc2-c2ccccc21)S(=O)(=O)c1ccc(C)cc1 (centres undefined)
    -8	3	-62	-4	-14	-3	4	-47	0	-80
COc1cc(C)ccc1OCCOCCOc1ccccc1[N+](=O)[O-]
    0	9	-5	-1	0	5	-4	-2	-2	-2
CCCc1cc(C(=O)Nc2c(C)n(C)n(-c3ccccc3)c2=O)no1
    -5	-1	5	1	-1	7	0	-14	6	3
CC(Sc1nc(N)c2c3c(sc2n1)CSC(C)(C)C3)C(=O)Nc1ccccc1 (centres undefined)
    -9	3	-15	0	7	-5	7	-18	-2	-55
Cc1cc(C)c([N+](=O)[O-])cc1NC(=O)CCS(=O)(=O)c1ccccc1
    7	4	-1	-4	-3	0	1	3	0	-1
Cc1cc(NC(=O)NC(=O)c2cccc(OC(F)(F)C(F)F)c2)n[nH]1
    -1	1	-3	-1	-5	0	-4	-1	4	-2
CCn1cc(C(=O)NCCC(C)C)c(=O)c2cc(F)c(N3CCN(C)CC3)cc21
    4	3	5	2	2	2	-7	-2	-3	1
Cc1ccc(SCC(=O)NC(=O)NCc2ccccc2)c(C)c1
    -2	-1	5	-3	-1	1	2	5	2	-2
Cc1cccc(NC(=S)NNC(=O)c2ccccc2Br)c1
    5	7	0	-4	-5	3	8	-1	-1	1
O=C(C1CCCO1)N1CCN(S(=O)(=O)c2ccc(F)cc2)CC1 (centres undefined)
    -4	-10	0	-5	3	0	0	3	24*	1
Cc1cc(/C=C(\C#N)c2nc3ccccc3[nH]2)c(C)n1C
    -5	-9	4	2	1	-3	10	-6	28*	-4
COc1ccc(NC(=O)C2CCN(C(=O)Cc3ccccc3)CC2)c(OC)c1
    -5	0	4	4	-4	-1	5	-2	5	1
Cc1ccc(CNC(=O)c2ccc3c(c2)S(=O)(=O)c2ccccc2C3=O)o1
    6	0	3	5	6	-4	6	3	10	-8
COc1ccc(C(=O)CCc2ccc(OC)c(OC)c2)cc1
    -26	-9	-3	7	-1	-1	0	-4	5	-1
Nc1nc(NC(=O)C(Cl)(Cl)Cl)nn1-c1ccccc1
    7	-1	-3	2	5	-1	-2	0	-2	-12
Cc1ccc(/C=C(\C#N)C(=O)NCC2CCCO2)o1 (centres undefined)
    6	-8	-3	-1	-1	0	4	-4	1	3
Cc1oc(-c2ccccc2F)nc1CSCC(=O)NC1CC1
    -6	0	0	1	4	0	-3	-4	-10	-2
CCCCOCCCNC(=O)C[C@@H]1C[C@@]2(C(=O)OCC)CCCC=C2N(CCc2ccc(OC)c(OC)c2)C1=O
    1	8	1	-3	3	-4	0	-3	0	.
COc1ccc2oc(=O)c(C(=O)Oc3ccc(NC(C)=O)cc3)cc2c1
    5	2	8	0	0	1	-1	6	10	-2
COC(=O)C1=COC(OC2OC(CO)C(O)C(O)C2O)C2C1C=CC2(O)CO (centres undefined)
    5	14	2	10	3	2	2	0	-1	6
COc1cc(C)c(CN2CCSCC2)cc1C
    -6	-1	-1	4	-1	0	-5	4	0	3
Cc1nnc(SCSc2nnc(C)s2)s1
    6	2	-3	-1	3	-5	0	4	2	6
Oc1ccccc1N1CCN(CC(O)COC2CCCc3ccccc32)CC1 (centres undefined)
    18	-1	14	1	9	2	-8	16	0	2
COc1c2ccoc2c(OC[C@@H](O)C(C)(C)O)c2oc(=O)ccc12
    13	1	3	2	12	-5	5	-3	2	5
O=C(O)CCCCCNC(=O)CCn1cnc2ccccc2c1=O
    -10	6	7	0	8	-6	5	-6	-1	3
COCCCNC(=O)CN(c1cc(Cl)cc(Cl)c1)S(C)(=O)=O
    8	1	-3	-3	5	4	-5	3	-2	-2
COC(=O)c1cn(Cc2ccccc2C)nn1
    -4	-2	0	1	-6	-2	3	3	-1	6
Cc1ccc(-c2cc(C(=O)Nc3cccnc3)[nH]n2)c(O)c1C
    14	-4	-32	2	-4	-6	9	-26	1	-27
Cc1cc(C(=O)Nc2nc3c(s2)CCCC3)no1
    -3	6	14	1	2	5	1	1	-1	-4

Record cards (already shown). Order of screens: TDP2 inh	TCR-CD3 inh	SIAE primary	LEDGF integ inh	NPR2 activator	MBD2 DNA inh	rCAG RNA binder	ABHD4 inh	PRMT1 FP inh	HTRA1 inhibitor
Shown for `COC(=O)C1=COC(OC2OC(CO)C(O)C(O)C2O)C2C1C=CC2(O)CO` (centres undefined) : 5	14	2	10	3	2	2	0	-1	6
Shown for `CCCCOCCCNC(=O)C[C@@H]1C[C@@]2(C(=O)OCC)CCCC=C2N(CCc2ccc(OC)c(OC)c2)C1=O` : 1	8	1	-3	3	-4	0	-3	0	.

Next section.
Fields: TDP2 inh	TCR-CD3 inh	SIAE primary	LEDGF integ inh	NPR2 activator	MBD2 DNA inh	rCAG RNA binder	ABHD4 inh	PRMT1 FP inh	HTRA1 inhibitor
Cn1cnnc1SCC(=O)Nc1sccc1C#N
    -11	5	2	0	-1	0	-1	-4	-1	3
COc1ccc(N2CCCN(CC(=O)Nc3ccc(Cl)c(Cl)c3)CC2)cc1
    1	.	1	1	-7	-7	3	11	8	.
CCOC(=O)c1ccc(-c2ccc(/C=N/NC(=O)c3cncc(Br)c3)o2)cc1
    7	-8	-7	-4	-7	5	-1	0	4	.
COc1ccc(C(=O)Oc2cc(/C=N/NS(=O)(=O)c3ccccc3)ccc2OC)cc1
    9	0	-8	3	-12	-1	19	-10	0	-18
Clc1cccc(Cl)c1Cn1cnc(=NCc2ccco2)c2[nH]cnc21
    -6	3	-1	2	3	3	0	6	3	4
O=C1CNC(=O)N1
    3	-1	-5	0	0	-3	-1	-9	5	2
Nn1c(SCC(=O)Nc2ccc(Oc3ccccc3)cc2)nnc1C1CC1
    -14	1	0	0	-2	-2	2	-3	-1	-22
COc1ccc(-n2ncc3c2CC(C)(C)CC3NC(=O)c2ccoc2C)cc1 (centres undefined)
    -3	-5	-5	-1	-5	5	-6	0	3	-6
COc1ccc(S(=O)(=O)N2CCCCCC2)cc1C(=O)N(C)Cc1ccc(C)cc1
    7	10	2	4	2	-1	-7	4	-1	2
CC1Cc2cc(-c3csc(NC(=O)Cc4cccs4)n3)ccc2N1S(C)(=O)=O (centres undefined)
    -9	4	-30	-4	9	-1	6	-17	-3	-31
O=C(CCc1nnc2n(Cc3ccc(F)cc3)c(=O)c3ccccc3n12)NCCN1CCOCC1
    6	-8	4	-5	3	3	-1	0	4	-3
O=C(CSc1nc(-c2ccc(F)cc2)nc2c1Cc1ccccc1O2)Nc1cccc(C(=O)O)c1
    -6	-3	-31	-2	-5	9	22	-28	10	-39
COc1ccc([N+](=O)[O-])cc1NC(=O)CSCc1ccccc1C
    7	1	4	1	0	1	2	-5	1	-11
COc1ccc(CCN2CCCn3c2nc2c3c(=O)n(C)c(=O)n2C)cc1OC
    -3	10	6	-3	-7	-3	-8	3	-2	4
CCc1nnc(NC(=O)c2cccc(OC)c2)s1
    0	-4	0	-1	4	-3	-2	0	1	-2
CCN(CC)CCNC(=O)Cn1c(-c2ccccn2)nc2ccccc21
    5	3	3	2	1	-6	-3	-1	-4	5
CN(CCc1ccccn1)C(=O)CN(C)S(=O)(=O)c1ccc2c(c1)c(=O)n(C)c(=O)n2C
    -5	2	-4	-1	0	2	-3	0	-3	-5
Cc1cccc(C)c1N(CC(=O)NCc1ccccc1)C(=O)c1csnn1
    11	10	5	1	1	-3	0	2	-4	-4
COc1ccc2oc(-c3ccccc3)cc(=O)c2c1
    3	3	5	-2	-18	-6	0	-2	0	.
COc1cc(C(=O)NCC(=O)NC(C)c2ccc(-n3ccnc3)cc2)cc(OC)c1OC (centres undefined)
    2	-8	6	-1	3	-2	-7	5	6	-1
CCOC(=O)c1cnc(NCc2ccccc2)nc1C
    8	0	8	1	7	-3	-5	-3	-2	4
COC(=O)C1=C(C)N(Cc2ccc(C(F)(F)F)cc2)C(=NCc2ccccc2C(F)(F)F)NC1c1ccc(F)cc1 (centres undefined)
    8	-3	2	0	-3	3	3	24	-2	.
Cc1ccc(N(C)C(=O)c2cc(S(=O)(=O)N3CCc4ccccc43)cn2C)cc1
    -1	2	-2	2	-11	-4	2	-11	-2	-10
CNCc1nc2ccccc2[nH]1
    -8	-5	3	4	-5	-3	0	-1	-2	-1
O=C1c2ccc(-c3ccc(F)cc3OCc3ccccc3)cc2S(=O)(=O)c2cccc(C(=O)N3CCN(c4ncc(Cl)cc4Cl)CC3)c21
    4	1	-7	0	9	0	16	3	0	-19
COc1ccc2nc(SC(C)C(=O)NC3CCCCC3)[nH]c2c1 (centres undefined)
    -2	-5	-2	-5	-11	7	-5	-1	4	-2
CC(=O)N1CCN(c2ccc(NC(=O)c3ccccc3Br)cc2Cl)CC1
    -1	1	-3	0	0	-3	-1	17	-4	-5
CCC(c1nnc(SCC(=O)Nc2ccc(N3CCOCC3)cc2)n1Cc1ccccc1)N(C)C (centres undefined)
    -3	-3	4	-4	-5	2	-9	-6	2	3
COc1cc2c(cc1NC(=S)NC(=O)/C=C/c1ccco1)oc1ccccc12
    0	8	0	4	-2	3	8	0	3	-7
CN1CCc2c(sc(/N=C/c3cc(C(C)(C)C)ccc3O)c2C#N)C1
    2	-7	-4	-2	0	1	1	0	-1	6

An excerpt; rates above refer to the full screens.
